From PubChem BioAssay
NadD inh = NadD (S. aureus) enzyme inhibition. purified NadD enzyme, colorimetric absorbance read-out. inhibition, % at 20 µM. 0.78% of 360,000 active. AID 602399; in the data active means inhibition above about 26%; further: some compounds past the cut are filed as inactive
CSN inh = CSN deneddylation inhibition; Q92905; Purified CSN, SCF-Nedd8-OG deneddylation, fluorescence polarization; inhibition, % at 12.5 µM; 0.38% of 360,000 active; AID 651999;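 active means pattern-corrected inhibition above about 35%, with an unprinted fluorescence ratio check between 0.5 and 1.5, limit read from the data, passing the limit was not always enough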;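 further: 0% = enzyme with substrate and 100% = substrate without enzyme; some results filed as inactive read as strong as hits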
Target sequence (Q92905 whole entry, looked up, one chain of several): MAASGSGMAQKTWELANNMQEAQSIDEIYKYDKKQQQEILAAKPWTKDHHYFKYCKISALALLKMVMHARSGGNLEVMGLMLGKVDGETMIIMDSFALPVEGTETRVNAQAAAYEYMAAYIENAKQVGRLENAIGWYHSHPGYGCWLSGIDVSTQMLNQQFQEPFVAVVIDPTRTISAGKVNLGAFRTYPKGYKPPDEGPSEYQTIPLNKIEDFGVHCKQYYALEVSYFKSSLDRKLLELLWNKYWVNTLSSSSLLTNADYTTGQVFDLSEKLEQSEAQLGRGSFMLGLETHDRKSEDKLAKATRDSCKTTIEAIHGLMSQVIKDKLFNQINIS
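Test system: Human Csn5 produced in HEK293T cells | Compound: 12.5 µM single point | Times: 90 min, room temperature | Signal: Fluorescence polarization readout | Read-out basis: % inhibition of substrate cleavage by Csn5 | Controls: no-enzyme wells high, enzyme-with-substrate wells low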
SUMO1-SIM PPI = modulators of human SUMO1-mediated protein-protein interactions | SUMO1 binding to a labelled peptide, TR-FRET, 1 h | 0.33% of 360,000 active | inhibition, % at 20 µM | P63165; in the data active means inhibition above about 37%
Rpn11 inh = Rpn11 (human) deubiquitinase inhibition | human 26S proteasome, Ub4-pepOG fluorescence polarization; 20S core pre-blocked with epoxomicin | calls only at 20 µM | 0.59% of 360,000 active | AID 588493 | O00487;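 active means inhibition at 20 µM, scaled to each plate's controls, above about 33%, limit read from the data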
TbMetRS inhib = Trypanosoma brucei MetRS inhibition | 0.4% of 360,000 active | purified T. brucei MetRS, ATP depletion, Kinase-Glo luminescence | inhibition, % at 11.9 µM;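 active means inhibition above a per-plate cutoff of the control wells' mean inhibition plus 3 SD, cut at about 5.5% in these data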;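 further: 0% = DMSO wells median and 100% = median of wells with control inhibitor compound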
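assay system = parasite MetRS enzyme | timing = 15 min preincubation, 2 h reaction, all 25 °C | evaluation = percent inhibition relative to median high and low control wells | medium = HEPES buffer containing pyrophosphatase, BSA, spermine, DTT | compound = single dose, 11.9 µM final nominal, 0.9% final DMSO | detection = Kinase-Glo luminescence, ATP depletion format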
LMPTP inh = LMPTP (human) inhibition; recombinant LMPTP-A, OMFP fluorogenic substrate, fluorescence intensity; 0.22% of 360,000 active; inhibition, % at 20 µM; AID 651560;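 active means compounds that cut the enzyme signal by at least half of the control window in the single-dose screen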;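 further: plate controls were DMSO wells with enzyme plus substrate for no effect and substrate without enzyme for full effect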
Target sequence (P24666 whole entry, looked up): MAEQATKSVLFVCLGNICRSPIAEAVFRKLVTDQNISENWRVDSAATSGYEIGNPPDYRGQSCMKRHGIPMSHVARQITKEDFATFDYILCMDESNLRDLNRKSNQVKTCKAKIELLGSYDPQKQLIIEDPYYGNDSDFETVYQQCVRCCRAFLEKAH
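material = LMPTP-A | quantity = 0.625 nM enzyme | reagent = OMFP substrate, 400 µM final | buffer or medium = Bis-Tris pH 6.0, DTT, detergent | detection = endpoint fluorescence intensity from OMFP dephosphorylation | dosing = single 20 µM dose | read-out basis = % inhibition relative to no-enzyme and uninhibited control wells | control set = no-enzyme and uninhibited controls | timing = 50 min at room temperature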
STEP inh = STEP (human) phosphatase inhibition. inhibition, % at 20 µM. P54829. recombinant STEP, OMFP fluorogenic substrate, fluorescence. AID 588621. 0.25% of 360,000 active;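 active means inhibition at 20 µM, scaled per plate between control wells, above about 37%, limit read from the data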;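 further: 0% = DMSO with enzyme and substrate and 100% = substrate only without enzyme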
Target sequence (P54829 whole entry, looked up): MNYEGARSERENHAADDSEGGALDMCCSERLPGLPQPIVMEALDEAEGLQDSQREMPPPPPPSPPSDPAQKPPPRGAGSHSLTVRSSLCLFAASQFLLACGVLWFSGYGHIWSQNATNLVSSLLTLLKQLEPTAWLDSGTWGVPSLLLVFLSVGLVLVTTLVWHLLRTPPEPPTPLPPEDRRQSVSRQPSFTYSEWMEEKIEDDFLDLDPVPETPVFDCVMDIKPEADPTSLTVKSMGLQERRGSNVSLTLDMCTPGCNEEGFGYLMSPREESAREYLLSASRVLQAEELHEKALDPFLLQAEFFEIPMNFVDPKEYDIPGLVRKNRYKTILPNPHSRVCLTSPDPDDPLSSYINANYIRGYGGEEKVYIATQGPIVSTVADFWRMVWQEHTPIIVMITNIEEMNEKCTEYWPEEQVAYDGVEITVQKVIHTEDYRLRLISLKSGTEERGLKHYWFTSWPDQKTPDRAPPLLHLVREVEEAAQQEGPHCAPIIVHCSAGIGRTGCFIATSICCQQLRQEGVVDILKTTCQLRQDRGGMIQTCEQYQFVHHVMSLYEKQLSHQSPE
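System: STEP (striatal-enriched tyrosine phosphatase) enzyme, cell-free; medium: Bis-Tris pH 6.0 buffer with DTT, detergent; dosing: 20 µM, 1% DMSO; times: reaction 20 min, ambient temperature; detection: fluorescence, 480/540 nm; read-out basis: normalized % inhibition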
MLLE-PAM2 inh = inhibitors of microRNA-mediated deadenylation, human PABP1 MLLE binding; GST-MLLE / FITC-PAM2 fluorescence polarization; inhibition, % at 20 µM; 0.36% of 360,000 active; in the data active means inhibition above about 35%, passing the limit was not always enough;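 further: plate controls were DMSO wells with GST-MLLE for no effect and wells lacking GST-MLLE protein for full effect; some results filed as inactive read as strong as hits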
DNMT1 inh = inhibitors of human DNMT1; DNMT1 molecular beacon, Hinp1I cleavage, fluorescence; inhibition (reported as % activation of signal), % at 10 µM; 0.83% of 360,000 active; in the data active means inhibition above about 50%
Scp-1 inhibitor = blocks human Scp-1 phosphatase activity | Recombinant Scp1, phosphopeptide, malachite green phosphate absorbance | inhibition, % at 20 µM | AID 493091 | 0.88% of 340,000 active;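 active means inhibition above about 50% at 20 µM, limit read from the data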;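 further: plate controls were DMSO wells with enzyme for no effect and wells lacking enzyme for full effect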
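Test system: SCP-1 phosphatase catalytic domain, residues 76-261 | Compound dosing: One concentration, 20 µM, with 1.0% DMSO | Schedule: 45 min room-temperature reaction, 5 min colour, 30 min stabiliser | Detection: Absorbance at 630 nm | Read-out basis: % inhibition of SCP-1 phosphate liberation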
An asterisk follows results filed as active; i = inactive; nt = no result given.

molecule	NadD inh	CSN inh	SUMO1-SIM PPI	Rpn11 inh	TbMetRS inhib	LMPTP inh	STEP inh	MLLE-PAM2 inh	DNMT1 inh	Scp-1 inhibitor
COC(=O)[C@@H](NS(=O)(=O)c1ccc(F)cc1Br)C(C)C	-3	3	4	i	0.3	-2.6	8	4	6	nt
O=C(c1ccc2c(c1)OCO2)C1CCCN(Cc2ccc(OC(F)F)cc2)C1 (stereo not drawn)	-7	-3	-4	i	-0.4	1.7	-1	-1	2	0
c1ccc(CCNc2ncnc3sccc23)nc1	0	0	3	i	0.3	-0.6	5	11	3	-7
Cc1cc(C)cc(NC(=S)Nc2cccc3cnccc23)c1	-2	37*	0	i	-0.1	0.5	10	28	-28	-7
Cn1c(/C(C#N)=C(\O)COc2ccc3ccccc3c2)nc2ccccc21	9	6	0	i	-0.8	-1.2	2	9	3	-5
O=C(Nc1c(Cl)cc(Cl)cc1C(=O)NCCN1CCOCC1)c1ccc(Cl)cc1Cl	0	2	3	i	-0.9	-0.6	1	-9	-3	-2
O=C(COc1ccc(Cl)cc1Br)OCC(=O)c1ccc[nH]1	-4	5	3	i	-0.2	12	4	5	19	35
CCN1CCN(C(C(=O)NC2CCCCC2)c2ccnc3ccccc23)CC1 (stereo not drawn)	-2	-3	0	i	-0.3	-2.4	1	-2	-4	nt
Cc1ccc2cc(C#N)c(SCC(=O)NCc3ccco3)nc2c1	1	-1	-1	i	1.8	0.0	1	-1	26	23
COc1ccccc1C(=O)Nc1nnc(-c2ccc(F)cc2)o1	-3	2	14	i	-1.0	-0.7	2	14	0	-7
CCCCn1c(N)c(N(CCOC)C(=O)CCS(=O)(=O)c2ccc(C)cc2)c(=O)[nH]c1=O	-8	-1	2	i	-0.3	-1.4	0	1	0	nt
CCOc1ccc(C2=Nn3c(nnc3-c3ccco3)SC2)cc1	5	3	9	i	-0.3	0.2	-2	-15	0	-5
COc1cc(S(=O)(=O)Nc2ccccc2N2CCCCC2)ccc1NC(C)=O	-1	-2	2	i	-0.1	0.8	-1	7	-1	0
CC(C)OC(=O)CSc1nnc(Cc2ccccc2)n1CC1CCCO1 (stereo not drawn)	-4	-1	1	i	0.1	-0.5	2	7	0	-6
OCCC1CN(Cc2cnc(N3CCOCC3)s2)CCN1C1CCCC1 (stereo not drawn)	-3	0	-2	i	-0.1	-0.4	1	-5	0	-3
CCOC(=O)Cc1csc(NC(=O)CSc2nncn2C)n1	-2	4	-3	i	-1.0	-1.4	-1	5	0	19
CS(=O)(=O)c1ccccc1C(=O)Nc1cc2c(cc1C(=O)O)OCCCO2	-2	3	2	i	-0.9	-0.5	1	8	3	-2
O=C1c2ccccc2/C(=C\C#Cc2ccccn2)N1c1ccccc1	0	-4	-20	i	-0.2	-0.1	-1	-1	-8	0
CCOC(=O)c1ccccc1NC(=O)Cn1cnc2c(nnn2-c2ccc(C)cc2)c1=O	1	0	-2	i	-0.2	0.0	2	-8	5	-9
COc1ccc(/C=C2/SC(=S)N(NS(=O)(=O)c3ccccc3)C2=O)cc1	14	13	-13	i	1.0	0.4	2	-9	2	-5
CC1C(=O)N2CCCc3cc(S(=O)(=O)NCc4ccc(F)cc4)cc1c32 (stereo not drawn)	5	1	-2	i	-0.2	0.3	-3	-2	-1	-6
N#C/C(=C\c1cccs1)C(=O)N1CCOCC1	-1	3	-7	i	0.1	0.0	4	8	4	-4
CC(=O)N/C(=C\c1ccccc1)C(=O)OCC(=O)Nc1cc(S(=O)(=O)N(C)C)ccc1C	-6	-11	4	i	-0.1	-0.7	-2	4	-1	-13
c1ccc(C[C@H]2CN=C(Nc3ccccc3)N2CC2CCC2)cc1	3	-3	-3	i	-0.3	-1.1	-3	6	1	0
Cc1ccc(S(=O)(=O)N2CCCCC2)cc1NC(=O)COc1ccccc1F	-11	4	0	i	-0.3	-0.7	5	-1	0	-14
Cc1ccc(NC(=O)CCNC(=O)c2ccc([N+](=O)[O-])cc2)cc1S(=O)(=O)N(C)C	-3	-5	-20	i	-1.2	-0.5	-5	-9	-1	3
COc1ccc(CCNC(=O)C2CCN(S(=O)(=O)N3CCC(C)CC3)CC2)cc1OC	-9	-1	2	i	-0.5	-1.2	-2	3	2	-16
O=C1C2C3C=CC(C3)C2C(=O)N1CCCCCCN1C(=O)C2C3C=CC(C3)C2C1=O (stereo not drawn)	-5	-7	-4	i	-0.2	0.2	1	-4	-2	-3
CCCCn1c(N)c(N(CC)C(=O)c2cc(C)cc(C)c2)c(=O)[nH]c1=O	-5	-1	2	i	-0.9	-2.0	0	22	2	-4
Cc1ccccc1OCCCC(=O)NC1CCCCC1	-7	-2	-1	i	-1.1	1.5	-1	2	4	-10
COC(=O)c1cc(-c2ccccc2)n(CCN)c1C	-1	2	5	i	-0.2	-3.3	2	1	2	-6
CC(C)NC(=O)NNc1c(Cl)cncc1Cl	-3	-6	4	i	-0.4	-0.8	1	-8	4	1
CC(C)CC(=O)Nc1ccccc1N1CCN(c2ccc(F)cc2)CC1	-11	-4	-2	i	-0.1	1.9	-5	-10	2	-10
COc1cc(NC(=O)COC(=O)CNC(=O)c2ccc(C)s2)cc(OC)c1	-6	-11	1	i	0.1	0.5	0	-15	-1	-3
O=C(O)C1CC(c2ccccc2)=Nc2ccccc2S1 (stereo not drawn)	-6	3	0	i	-0.4	-0.3	0	14	-5	-7
O=C(N/N=C/c1ccc2c(c1)OCO2)C(=O)Nc1ccccc1Cl	2	-2	1	i	-0.8	-0.9	-1	-11	2	-2
O=C(NCc1ccccn1)Nc1ccc(Cl)c(Cl)c1	-3	-4	2	i	2.2	-0.6	-2	8	5	-3
O=C(Nc1ccc(Cl)cc1)c1nc[nH]c1C(=O)N1CCc2ccccc2C1	-4	-8	-1	i	-0.3	1.4	0	3	5	0
O=C1C=C(c2ccc(F)nc2)C[C@@H](c2ccc3c(c2)OCO3)C1	-2	-1	-22	i	-0.1	0.9	4	-5	4	-11
c1ccc2c3c([nH]c2c1)C(C1CCCCC1)N(Cc1ncc[nH]1)CC3 (stereo not drawn)	-3	0	2	i	-0.1	-0.7	2	-8	-6	-4

Three neighbouring entries from above:
molecule	NadD inh	CSN inh	SUMO1-SIM PPI	Rpn11 inh	TbMetRS inhib	LMPTP inh	STEP inh	MLLE-PAM2 inh	DNMT1 inh	Scp-1 inhibitor
O=C(O)C1CC(c2ccccc2)=Nc2ccccc2S1 (stereo not drawn)	-6	3	0	i	-0.4	-0.3	0	14	-5	-7
O=C(N/N=C/c1ccc2c(c1)OCO2)C(=O)Nc1ccccc1Cl	2	-2	1	i	-0.8	-0.9	-1	-11	2	-2
O=C(NCc1ccccn1)Nc1ccc(Cl)c(Cl)c1	-3	-4	2	i	2.2	-0.6	-2	8	5	-3

Next entries follow:
molecule	NadD inh	CSN inh	SUMO1-SIM PPI	Rpn11 inh	TbMetRS inhib	LMPTP inh	STEP inh	MLLE-PAM2 inh	DNMT1 inh	Scp-1 inhibitor
COc1cccc(NC(=O)C2CCOC2=O)c1 (stereo not drawn)	-6	-1	0	i	0.2	-1.5	-1	2	-1	-5
CCCCC(NC(=O)COc1cc2c(c3oc(=O)cc(C)c13)CCC(C)(C)O2)C(=O)O (stereo not drawn)	0	-1	4	i	-1.1	-1.0	1	9	1	12
Cc1ccc(CSc2nc(N)cc(N)n2)cc1	-2	-3	1	i	-0.3	-1.9	1	12	-3	-4
O=C(OCCOCCN=C1NS(=O)(=O)c2ccccc21)c1ccncc1	3	2	0	i	1.2	-3.6	1	1	2	-15
O=C1C(Oc2ccccc2)C(c2ccc3c(c2)OCO3)N1CCc1ccc(F)cc1 (stereo not drawn)	-4	0	18	i	-0.3	2.5	-2	0	-7	-14
COc1ccccc1C(=O)N(Cc1cccs1)C1CCS(=O)(=O)C1 (stereo not drawn)	6	3	1	i	-0.3	-0.1	-1	-6	6	0
COc1ccccc1/C=C/C(=O)NCC(=O)N/N=C(/C)c1ccco1	0	5	-11	i	-0.8	0.0	4	-3	-1	9
C[C@H]1CN([C@@H](C)CO)S(=O)(=O)c2ccc(Br)cc2O[C@H]1CN(C)C(=O)Cc1ccccn1	-1	1	2	i	0.7	-0.2	-1	10	2	nt
COc1cc(/C=C/C(=O)OCC(=O)N2CCN(S(=O)(=O)c3ccc(C)cc3C)CC2)cc(Cl)c1OC	1	1	12	i	-0.2	2.9	1	-11	-6	-13
O=[N+]([O-])c1ccc(-c2cc(-c3ccncc3)nc3ccc4ccccc4c23)cc1	29	1	0	i	-0.2	0.7	3	4	3	6
C=CCc1cc(C)cc(C)c1OCCn1cncn1	-7	1	-2	i	-0.6	1.2	-1	-2	0	-1
COc1ccc(CNC(=S)Nc2ccccc2Cl)cc1	-6	3	-1	i	-0.1	0.2	-1	8	1	6
COc1ccc([C@@H]2CC=C(C(=O)O)[C@H](c3cccc(Cl)c3)N2S(=O)(=O)c2ccc(Cl)cc2)cc1	3	-5	5	i	0.6	0.4	-3	-8	1	-8
Cc1nc2ccc(NC(=S)N3CCOCC3)cc2nc1C	1	2	7	i	-1.2	2.2	1	3	-5	-1
Cc1c(/C=N\NC(=O)c2ccc([N+](=O)[O-])cc2)cnn1C	-1	-2	-21	i	-0.2	-1.6	0	-7	2	-8
COc1ccc(/C=C(/NC(=O)c2cccs2)C(=O)N2CCOCC2)cc1OC	-5	-14	0	i	-0.1	0.5	-1	6	2	-3
CCc1nnc(NC(=O)CCC(=O)N2CCCC2)s1	5	2	-1	i	-0.4	-0.7	-3	-15	3	-6
O=C(CSc1nc2ccccc2c(=O)n1-c1ccc(Cl)cc1)N/N=C/C=C/c1ccccc1[N+](=O)[O-]	17	4	0	i	-0.1	1.5	-1	5	-3	-4
COC(=O)c1ccc2nc(NC(=O)COC(=O)CSc3nc(C)cc(C)n3)sc2c1	-2	-13	3	i	-0.1	1.0	-1	-7	1	-5
O=c1c2[nH]c3ccccc3c2ncn1CCN1CCCCC1	4	4	-3	i	-0.6	-0.4	0	0	0	-4
